BAZ2B block = BAZ2B (human) inhibition | Q9UIF8 | AlphaScreen BAZ2B-H3K14Ac peptide displacement | Potency, µM (series often up to 114 µM), for the others: at the top dose activity change, negative = inhibition, actives largely listed as inhibitors | 360,000 compounds, 4.4% hits | AID 504333; further: on the % scale 0 is the no-effect control and ±100 the full control effect; nearly all actives have a fitted effect of over 60% in size
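BAZ2B (50 nM) with biotin-H3(5-23)K14Ac peptide (50 nM) in PBS pH 7.4, 0.01% Tween-20, preformed 30 min, then compound 30 min at room temperature; top concentration 110uM. AlphaScreen streptavidin donor/nickel chelate acceptor beads (10 ug/mL final), 20 min dark, signal read.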
BLM helicase inh = blocks DNA unwinding by human BLM helicase; recombinant BLM DNA unwinding, fluorescence dequenching; Potency, µM (highest dose often 56.1 µM), inactives show at the top dose activity change, negative = inhibition, actives largely listed as inhibitors; 350,000 compounds, 0.2% hits;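 further: plate controls were vehicle for no effect and no enzyme for full effect; nearly all actives have a fitted effect of over 35% in size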
JMJD2A Tudor = JMJD2A Tudor domain (human) inhibition; 390,000 compounds, 4.4% hits; AlphaScreen JMJD2A-Tudor / H3K4me3 peptide binding; O75164; Potency, µM (titrated, usually from 114 µM), inactives show at the top dose activity change, negative = inhibition, actives largely listed as inhibitors; AID 504339; further: on the % scale 0 is the no-effect control and ±100 the full control effect; nearly all actives have a fitted effect of over 50% in size
APEX1 inh = APE1 (human) endonuclease inhibition; P27695; recombinant APE1, TAMRA/BHQ-2 abasic DNA cleavage fluorescence; Potency, µM (highest dose often 65.8 µM), inactives show at the highest dose activity change, negative = inhibition, usual class: inhibitors; 350,000 compounds, 0.35% hits; AID 2517;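 further: plate controls were vehicle for no effect and reference inhibitor for full effect; nearly all actives have a fitted effect of over 55% in size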
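Incision of a quenched TAMRA/BHQ-2 THF abasic-site duplex (50 nM) by 0.75 nM APE1, after 15 min compound preincubation, measured as fluorescence increase over three 60 s reads. Values normalized to buffer, DMSO and NSC13755 control wells.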
G9a inh = G9a (human) methyltransferase inhibition. Potency, µM (highest dose often 102 µM), inactives show top-dose activity, negative = inhibition, actives largely listed as inhibitors. 350,000 compounds, 8.8% hits. AID 504332. G9a H3K9 monomethylation, AlphaScreen, 2 h. Q96KQ7; further: on the % scale 0 is the no-effect control and ±100 the full control effect; nearly all actives have a fitted effect of over 75% in size
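Compounds were preincubated with 20 nM G9a for 15 min, after which biotinylated H3K9 peptide (500 nM) and SAM (20 uM) started a 2 h room-temperature reaction. Monomethylated product was quantified by antibody-based AlphaScreen chemiluminescence.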
Pol iota inh = inhibitors of human DNA polymerase iota. Pol iota fluorescent replication assay, 10 min. Potency, µM (top dose mostly 115 µM), for inactives: top-dose activity, negative = inhibition, hits mostly inhibitors. 390,000 compounds, 1% hits. AID 588590
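Pol iota at 10 nM preincubated 15 min with compounds at room temperature; reaction started with fluorescent substrate, 50 nM final. Fluorescence read kinetically at 0 and 10 min; buffer-only wells as negative control.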
POLK inh = inhibitors of human DNA polymerase kappa | purified Pol kappa, fluorescent DNA synthesis assay, 10 min | Potency, µM (top dose mostly 107 µM), for the others: at the highest dose activity, negative = inhibition, most hits filed as inhibitors | 400,000 compounds, 0.53% hits | AID 588579; further: on the % scale 0 is the no-effect control and ±100 the full control effect
Target sequence (Q9UBT6 whole entry, looked up): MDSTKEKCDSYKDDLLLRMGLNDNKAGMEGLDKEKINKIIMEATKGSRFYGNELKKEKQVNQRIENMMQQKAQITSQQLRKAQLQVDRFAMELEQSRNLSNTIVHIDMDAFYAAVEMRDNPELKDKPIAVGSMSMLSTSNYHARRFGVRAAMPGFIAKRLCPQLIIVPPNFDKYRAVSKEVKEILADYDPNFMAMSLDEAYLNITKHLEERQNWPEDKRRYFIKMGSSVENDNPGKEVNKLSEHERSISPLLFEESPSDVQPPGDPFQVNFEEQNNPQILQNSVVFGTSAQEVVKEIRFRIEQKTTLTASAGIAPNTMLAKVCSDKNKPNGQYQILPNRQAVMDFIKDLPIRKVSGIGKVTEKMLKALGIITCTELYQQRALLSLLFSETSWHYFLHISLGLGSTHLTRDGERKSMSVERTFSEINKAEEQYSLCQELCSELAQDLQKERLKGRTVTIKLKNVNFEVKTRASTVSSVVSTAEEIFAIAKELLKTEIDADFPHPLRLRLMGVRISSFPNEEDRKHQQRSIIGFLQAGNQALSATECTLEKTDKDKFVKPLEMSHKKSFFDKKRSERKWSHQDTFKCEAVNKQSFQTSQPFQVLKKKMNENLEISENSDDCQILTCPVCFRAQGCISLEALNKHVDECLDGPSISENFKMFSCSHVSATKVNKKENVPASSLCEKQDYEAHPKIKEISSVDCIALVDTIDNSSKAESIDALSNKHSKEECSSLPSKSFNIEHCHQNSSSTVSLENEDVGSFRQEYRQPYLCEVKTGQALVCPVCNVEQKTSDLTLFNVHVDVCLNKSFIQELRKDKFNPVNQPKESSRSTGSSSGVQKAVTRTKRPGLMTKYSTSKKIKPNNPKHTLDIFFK
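Kinetic fluorescence screen: compound preincubated 15 min RT with 10 nM enzyme; 50 nM substrate (final) initiates; reads at 0/10 min.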
POLH inh = inhibitors of human DNA polymerase eta; Potency, µM (top dose mostly 114 µM), for the others: at the top dose activity change, negative = inhibition, usual class: inhibitors; 390,000 compounds, 1.2% hits; Q9Y253; AID 588591; recombinant Pol eta, fluorescent DNA replication assay; further: on the % scale 0 is the no-effect control and ±100 the full control effect
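Pol eta (10 nM) was preincubated with compounds for 15 min at room temperature, after which fluorescent replication substrate (50 nM final) was added to start the reaction. Fluorescence was read kinetically at 0 and 10 min.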
Pol beta inh = inhibitors of human DNA polymerase beta; 340,000 compounds, 1.3% hits; Pol beta primer extension/strand displacement, fluorescence kinetic; Potency, µM (titrated, usually from 114 µM), for the others: at the highest dose activity change, negative = inhibition, most hits filed as inhibitors; P06746; further: on the % scale 0 is the no-effect control and ±100 the full control effect
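Reaction started by 50 nM substrate onto compound-treated Pol beta (10 nM, 15 min preincubation, room temperature); plates read at 0 min and 10 min. Normalized concentration-effect data fitted by four-parameter Hill equation.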
* hit, by the source's call; ? = inconclusive; · = not tested or not shown; & = joins results of further samples; [ ] = another dose, or the depositor's remark. The call rests on the fitted dose curve; in most records, active means well fitted curve in the direction sought with a large enough effect; inconclusive means small, poorly fitted or top-dose-only effect, or another doubt; inactive means no such curve, though single readings can be large; an effect the other way counts as inactive or inconclusive. Potency means the concentration at half of the fitted maximal effect. Only part of the results is shown; the hit share may differ from the screen's.

SMILES	BAZ2B block	BLM helicase inh	JMJD2A Tudor	APEX1 inh	G9a inh	Pol iota inh	POLK inh	POLH inh	Pol beta inh
CCCN1CCN(CCCNC(=O)c2ccc(CS(=O)c3ccc(OC)cc3)o2)CC1 (stereo not given)	-1.2%&-10.8%	2.6%&-0.7%	0.7%&-6.2%	37.8%	40.1%	24.2%&2.9%	7.4%&-3.2%	-0.8%&-11.1%	51.8%&1.3%
CCOC(=O)CC(=O)CSc1ccc2nnc(-c3ccccc3)n2n1	5.6%	2.1%	-0.7%	-3.8%	2.8%[59 µM]	-1.3%[58.9 µM]	-10.1%	-7.3%	11.0%
Cc1ccc(-n2nc(C)c3c(C)c(CCC(=O)NCc4ccc(Cl)cc4)c(C)nc32)cc1	-0.8%	-1.1%	-4.7%	·	7.1%[59 µM]	7.4%	8.3%	·	47.8%
CC(C)(C)OC(=O)N1CCC[C@H]1c1nnc(SCc2ccccc2Cl)o1	10.1%	-3.7%	1.2%	12.1%	11.6%[59 µM]	8.0%	-7.8%	-19.9%	11.3%
COc1ccc(CC(=O)OCC(=O)NCc2ccco2)cc1OC	7.8%	·	-6.2%	-2.5%	50.1µM*	14.7%	0.6%	-13.9%	·
COC(=O)C1=Cc2cc(OC)cc([N+](=O)[O-])c2OC1N1CCOCC1 (stereo not given)	5.5%	-0.1%	-3.4%	-1.2%	·	19.5%	-6.5%	-13.4%	-1.5%
Cc1ccc(-c2nc(N)sc2-c2ccccc2)cc1C	?	-20.2%	?	2.4%	?	-10.0%	-8.3%	?	-21.0%
Cc1ccc(S(=O)(=O)N2CCN(C(=O)COC(=O)/C=C/c3ccc(C(F)(F)F)cc3)CC2)c(C)c1	·	·	-2.7%	·	·	14.3%	14.7%	-6.6%	·
O=C1OC(Nc2ncccn2)c2ccccc21 (stereo not given)	6.2%	-4.7%	-18.0%	6.0%	10.3%	12.5%	1.1%	9.1%	-12.1%
Cc1ccccc1C(=O)NC(CC(C)C)C(=O)Nc1cccc(S(=O)(=O)N(C)C)c1 (stereo not given)	3.1%	-13.2%	-12.3%	13.8%	22.5%	-18.5%	2.1%	-4.9%	11.3%
OC(COCc1ccc2c(c1)OCO2)CN1CCC(Cc2ccccc2)CC1 (stereo not given)	-20.8%	-11.1%	-19.0%	3.4%	13.0%[12.7 µM]	139.7%[activator]	-11.0%	-12.8%	16.3%
Cc1ccc(C)c(N2CCN(C(=O)c3cc4c(C)nc5ccccc5c4o3)CC2)c1	?	-13.8%	?	-15.0%	?	-16.8%	-4.8%	?	-7.7%
Cc1ccc(C2C3=C(CC(C)(C)CC3=O)NC3=C2C(=O)CC(C)(C)C3)o1	10.5%	-1.6%	-9.8%	-2.3%	-22.2%[59 µM]	-9.1%	3.5%	-10.6%	-3.3%
Cc1nn(Cc2ccccc2)c(Cl)c1C(=O)OCc1nnc(-c2ccccc2)o1	2.1%	-8.9%	15.4%	-1.4%	3.5%[59 µM]	25.5%	2.9%	-13.6%	-21.4%
O=S(=O)(c1ccc(Br)c2nsnc12)N1CCOCC1	-10.0%	-0.1%	-5.6%	-4.9%	?	8.8%	2.0%	-13.5%	-7.8%
O=C1OCC(O)=C1Cc1ccccc1	·	·	-11.8%	·	·	15.8%	-2.6%	-9.7%	·
COc1cc(C(=O)N2CCN(c3cccc(C)c3C)CC2)ccc1OCC(=O)N1CCOCC1	-32.0%	·	-4.4%	38.3%	0.1%[59 µM]	-5.8%	-18.6%	-18.5%	·
O=c1[nH]n(-c2ncnc3c2cnn3-c2ccccc2)c(=O)c2ccccc12	·	-1.3%	-4.5%	-0.3%	11.7%[59 µM]	0.6%	-8.9%	6.4%	1.6%
Cc1cc(C)c(NS(=O)(=O)c2ccc(NC(=O)c3cccs3)cc2)c(C)c1	-1.8%	-0.3%	-1.1%[57.1 µM]	0.9%	-13.8%[59 µM]	12.8%	-0.1%	-15.0%	61.0%
CCOC(=O)C1CCN(C(=O)c2cccc(S(=O)(=O)N(CC)c3ccccc3)c2)CC1	-6.2%	·	-15.1%	5.8%	-14.3%[12.7 µM]	?	-12.0%	-15.1%	·
CCc1ccccc1NC(=O)Cc1ccc(-n2cccc2)cc1	-3.5%	-7.6%	?	6.7%	13.7%[59 µM]	-10.9%	-10.5%	?	?
COc1ccc(/C=C(\C#N)C(=O)NCCc2ccccc2)cc1OCc1ccccc1	41.8%[activator]	-11.4%	-7.4%	-2.0%	1µM*	10.2%	1.9%	-20.6%	-2.8%
CC(=O)Oc1ccc(N(C(C)=O)S(=O)(=O)c2ccc(C)cc2)c2ccccc12	·	·	?	·	·	-23.5%[58.9 µM]	-14.3%	-14.1%	·
Cn1nc(C(=O)Nc2nnc(C3CC3)s2)c2ccccc2c1=O	-14.9%	-5.5%	-22.3%	?	1.7%	11.8%	-4.0%	3.2%	-4.3%
CCSc1nc2nn(-c3ccccc3)c(=O)c-2c2n1CCCCC2	?	-2.6%	?	1.2%	?	-6.0%	-20.3%	-3.6%	20.9%
OCC[C@@H]1C[C@H](O)[C@@H](O)[C@@]2(CCc3ccccc3O2)O1	-23.9%	0.4%	-16.4%	16.0%	79.4µM*	28.3%	2.4%	-15.3%	10.4%
CCc1ccccc1NC(=O)CN(C)C(=O)COC(=O)c1ccccc1Cl	7.0%	·	-10.3%	17.0%	-38.8%	24.9%	-5.1%	-4.2%	·
Cc1cc(C)n2cc(CSCC(=O)O)nc2n1	?	-5.6%	-10.4%	-0.3%	44.7µM*	-4.2%	-1.5%	-19.7%	2.0%
CC(C)Cc1nnc(NC(=O)CCC(=O)NCc2ccccc2Cl)s1	-13.8%	1.0%	2.1%	42.8%[activator]	-0.2%	35.8%[activator]	5.7%	-8.7%	3.8%
O=C(CN1C2CCC1CC(NC(=O)C1CC1)C2)NCc1ccccc1 (stereo not given)	-6.0%	-2.2%	-2.0%	-2.6%	-12.3%	23.2%	-11.9%	8.8%	-8.3%

Nothing new here: an excerpt of the list.
SMILES	BAZ2B block	BLM helicase inh	JMJD2A Tudor	APEX1 inh	G9a inh	Pol iota inh	POLK inh	POLH inh	Pol beta inh
O=C1OCC(O)=C1Cc1ccccc1	·	·	-11.8%	·	·	15.8%	-2.6%	-9.7%	·
COc1cc(C(=O)N2CCN(c3cccc(C)c3C)CC2)ccc1OCC(=O)N1CCOCC1	-32.0%	·	-4.4%	38.3%	0.1%[59 µM]	-5.8%	-18.6%	-18.5%	·
O=c1[nH]n(-c2ncnc3c2cnn3-c2ccccc2)c(=O)c2ccccc12	·	-1.3%	-4.5%	-0.3%	11.7%[59 µM]	0.6%	-8.9%	6.4%	1.6%
Cc1cc(C)c(NS(=O)(=O)c2ccc(NC(=O)c3cccs3)cc2)c(C)c1	-1.8%	-0.3%	-1.1%[57.1 µM]	0.9%	-13.8%[59 µM]	12.8%	-0.1%	-15.0%	61.0%

Following part:
SMILES	BAZ2B block	BLM helicase inh	JMJD2A Tudor	APEX1 inh	G9a inh	Pol iota inh	POLK inh	POLH inh	Pol beta inh
CC(C)[C@H](NS(=O)(=O)c1ccccc1F)C(=O)NC1CCCCC1	·	·	-3.2%	10.5%	·	-8.7%	-8.2%	-2.1%	·
COc1ccc(C(=O)N2CCC3(CC2)CCN(c2ccncc2)CC3)cc1	·	-8.8%	·	2.9%	-2.0%[12.7 µM]	·	8.5%[60.1 µM]	·	·
CCN(CC)C(=O)CSc1nc(O)c(Cc2ccccc2)c(=O)n1-c1ccc(C)cc1	-1.3%	1.5%	-3.2%	-1.4%	?	22.9%	-14.0%	-12.9%	10.7%
CCOc1ccc(-n2c(SCC(=O)Nc3ccc4c(c3)OCO4)nc3c(c2=O)SCC3)cc1	4.0%	-3.8%	-15.5%	-1.9%	-9.3%	-33.8%	-5.2%	-2.1%	6.1%
COc1ccc(OC)c(NC(=O)c2cnc3n(c2=O)CCS3)c1	-29.1%	-8.1%	-22.0%	-3.6%	-40.5%[59 µM]	37.8%[activator]	-17.6%	-13.4%	?
COc1ccc(C(=O)NCc2cccs2)cc1S(=O)(=O)N1CCOCC1	-11.1%	4.2%	0.7%	-0.2%	-21.2%	135.5%[activator]	-0.5%	-11.4%	1.2%
O=S(=O)(Cc1cc(Sc2ccc(Cl)cc2)nc(-c2ccccc2)n1)c1ccccc1	-3.9%	-5.1%	-5.8%	?	31.1%	7.6%	-14.9%	-19.7%	5.4%
COc1ccc(N(C(=O)CCl)C(C)(C(=O)Nc2c(C)cccc2C)c2ccccn2)cc1 (stereo not given)	0.3%	0.7%	-14.1%	7.3%	7.3%[59 µM]	11.3%	5.9%	-17.3%	35.8%
Cc1ccsc1C1NC(=O)c2c(sc3c2CCN(C)C3)N1 (stereo not given)	-6.8%	-2.0%	?	13.3%	39.8µM*	28.8%	-5.2%	-8.7%	2.3%
NC(=O)C1CCN(S(=O)(=O)c2ccc3c(c2)OCCO3)CC1	-23.3%	-0.3%	-9.7%	5.4%	-4.6%	-14.3%	-5.8%	-0.1%	5.3%
O=C(O)CCc1ccc(-c2ccc(Br)cc2)n1-c1ccc(O)cc1	39.8µM*	-7.2%	?	0.4%	44.7µM*	?	-2.4%	-6.8%	2.0%
COc1cc(C2C(C(=O)Nc3ccccc3OC)=C(C)Nc3ncnn32)ccc1O (stereo not given)	12.1%	-2.2%	-9.9%	14.8%	?	?	11.5%	-4.8%	34.6%
CCCSc1ccc([C@H]2N[C@@](CC(C)C)(C(=O)OC)[C@H]3C(=O)N(C)C(=O)[C@@H]23)cc1	7.5%	·	-11.8%	1.8%	-12.4%[2.33 µM]	22.2%	-11.2%	?	·
O=P(O)(CCCCP(=O)(O)CCc1ccccc1)CCc1ccccc1	-4.4%	0.6%	·	12.0%	-4.1%	·	·	·	1.6%

Printed as active in BAZ2B block (from the list above):
| SMILES | BAZ2B block | BLM helicase inh | JMJD2A Tudor | G9a inh | Pol iota inh | POLK inh | POLH inh |
| --- | --- | --- | --- | --- | --- | --- | --- |
| O=C(O)CCc1ccc(-c2ccc(Br)cc2)n1-c1ccc(O)cc1 | 39.8µM* | -7.2% | ? | 44.7µM* | ? | -2.4% | -6.8% |

Assay outcomes from PubChem BioAssay.
